High-throughput results from PubChem BioAssay.
FBPA Giardia inh: blocks Giardia fructose-bisphosphate aldolase activity; A8B2U2; purified Giardia FBPA; Potency, µM (highest dose often 59.6 µM), without a hit: top-dose activity, negative = inhibition, hits mostly inhibitors; hit rate 0.71% among 290,000; AID 2451; note: potency is the fitted concentration of half-maximal effect; % is set by controls: 0 for no effect and ±100 for the full control effect; nearly all actives have a fitted effect of over 55% in size
Target sequence (A8B2U2 whole entry, looked up): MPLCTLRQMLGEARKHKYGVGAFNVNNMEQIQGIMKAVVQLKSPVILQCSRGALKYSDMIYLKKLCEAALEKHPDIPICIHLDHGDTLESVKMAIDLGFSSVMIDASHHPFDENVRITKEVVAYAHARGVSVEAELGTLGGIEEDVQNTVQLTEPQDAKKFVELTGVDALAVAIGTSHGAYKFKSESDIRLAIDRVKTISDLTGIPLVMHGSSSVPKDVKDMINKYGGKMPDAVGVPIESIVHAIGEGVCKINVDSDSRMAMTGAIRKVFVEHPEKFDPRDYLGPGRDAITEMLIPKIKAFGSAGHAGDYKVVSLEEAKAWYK
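40 nM FBPA preincubated 10 min at RT with compound (up to 57.5 uM final), then substrate plus GAPDH/TPI/NAD/arsenate coupling and diaphorase/resazurin added. Fluorescence read after 20 min at RT, 525/598 nm.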
Shiga inhibitor: blocks Shiga toxin action in Vero cells | AID 2315 | Vero cells, Shiga toxin protein synthesis inhibition reporter | inhibition, % at 38.7 µM | hit rate 9.2% among 290,000; in the data active = inhibition mostly above about 28%, no sharp cut-off; inactive = mostly below about 43%; note: 0% is about no effect
CHX counter: counter-screen for Shiga toxin inhibitors: cycloheximide protein synthesis inhibition | cell reporter, cycloheximide protein synthesis inhibition counterscreen | hit rate 12% among 300,000 | AID 2314 | max response, %; in the data active = max response mostly above about 13%, no sharp cut-off; inactive = mostly below about 14%; note: read at 38.3 µM for the half of the compounds with a filed dose; 0% is about no effect
Pf growth 96h: P. falciparum growth inhibition at 96 hours; AID 504834; Potency, µM (doses to about 28.7 µM), inactives show at the top dose activity change, negative = inhibition, most hits filed as inhibitors; hit rate 6.9% among 320,000; P. falciparum luciferase reporter growth, 96 h; note: potency is the fitted concentration of half-maximal effect; % is set by controls: 0 for no effect and ±100 for the full control effect
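Two parasite generations (96 h, 37 C, 5% CO2) of compound exposure in infected erythrocytes (0.05% parasitemia, 2% hematocrit). Luciferase-reporter P. falciparum; decreased luminescence indicates inhibited growth, aimed at apicoplast-acting delayed death.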
Pf growth 48h: P. falciparum growth inhibition at 48 hours (one generation). hit rate 5.9% among 310,000. P. falciparum luciferase growth in erythrocytes, 48 h. Potency, µM (top dose mostly 28.7 µM), for inactives: at the highest dose activity change, negative = inhibition, most hits filed as inhibitors; note: potency is the fitted concentration of half-maximal effect; % is set by controls: 0 for no effect and ±100 for the full control effect
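Parasite viability was followed by luminescence of a genomically integrated firefly luciferase. Cultures held 0.1% parasitemia at 2% hematocrit (final), incubated under 5% CO2 at 37 C.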
HCV inhibitor: blocks hepatitis C virus; Huh7.5.1 HCVcc-Cre infection, luciferase reporter, 44 h; Potency, µM (series often up to 41.8 µM), for inactives: at the top dose activity change, negative = inhibition, actives largely listed as inhibitors; hit rate 3.4% among 340,000; AID 651820; note: potency is the fitted concentration of half-maximal effect; % is set by controls: 0 for no effect and ±100 for the full control effect
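Reporter virus HCVcc-Cre (~0.5 moi) infects cells exposed to compound; seeding density 1,000 cells/well with 4 h settling beforehand. Luminescence, 15 sec read, taken 44 h post-infection following a 15 min RT substrate incubation.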
The depositor's hits bear a star; i = inactive; ? = inconclusive; nt = no result given; & = joins results of further samples; [ ] = dose if it differs, or a comment. Unless noted, calls come from the whole dose curve; as a rule, active = well fitted curve in the direction sought with a large enough effect; inconclusive = small, poorly fitted or top-dose-only effect, or another doubt; inactive = no such curve, though single readings can be large; an effect the other way counts as inactive or inconclusive.

SMILES	Pf growth 48h	HCV inhibitor	CHX counter	Shiga inhibitor	Pf growth 96h	FBPA Giardia inh
CCCn1c(C(O)c2ccc(OCC)cc2)nc2ccccc21 (stereo unspecified)	nt	?	-4	-6	69%[activator]	-1%
Cc1ccc(S(=O)(=O)c2cnc(-c3ccccc3)nc2Oc2ccccc2)cc1	4%	nt	-4	11	10%	0%
CCc1cccc(NC(=O)C2CCCN2S(=O)(=O)c2ccc3c(c2)CC(C)N3C(C)=O)c1 (stereo unspecified)	12µM*	-21%	4	13	?	9%
COc1ccc(/C=C/C(=O)C2(O)CCCCC2)cc1	0%	1%	19*	47*	-9%	-2%
CSCCC(NS(=O)(=O)c1ccc(Cl)cc1)C(=O)OCC(=O)NC1CC1 (stereo unspecified)	2%	?	0	-7	26%	2%
COc1ccc(N(CC2CO2)S(=O)(=O)c2ccc(C)cc2)cc1 (stereo unspecified)	4%	-2%	-2	-5	39%	13%
CCn1cc(CN2CCCC(C(=O)c3cccc(OC)c3)C2)c(C)n1 (stereo unspecified)	-2%	?	-2	-25	19%	-2%
CCOc1ccc(C2CC(c3cccc(Cl)c3)n3nc(N)nc3N2)cc1 (stereo unspecified)	4%	4%	-6	-11	3.7µM*	2%
Cc1ccc2c(c1)N(C(=O)CCC(=O)N1CCN(c3ccccc3)CC1)CCO2	-16%	-11%	-2	-2	-1%	1%
O=C1N/C(=N\N=C\c2cccs2)SC1Cc1ccc(Cl)cc1Cl (stereo unspecified)	14%	?	-7	-9	52%[activator]	-3%
CCOC(=O)c1cc2sccc2n1CC(=O)N1CCCc2ccccc21	?	-29%	13	28	52%[activator]	-2%
O=C(CN1C(=O)C2C3C=CC(C3)C2C1=O)NCCc1ccccc1 (stereo unspecified)	21%	1%	15*	10	37%[activator]	8%
O=C(C1CCCN1C(=O)c1cccs1)N1CCc2ccccc21 (stereo unspecified)	?	4%	6	-6	?	?
COc1ccc(NC(=O)c2ccc3ccccc3c2)cc1	287%[activator]	1%	37*	nt	?	7%
CCN(C(=S)Nc1ccc(C(C)=O)cc1)C1CCCCC1	8%	20%	17	33	-9%	-6%

Gathered by group: the entries above with two or more sulfur atoms.
SMILES	Pf growth 48h	HCV inhibitor	CHX counter	Shiga inhibitor	Pf growth 96h	FBPA Giardia inh
CSCCC(NS(=O)(=O)c1ccc(Cl)cc1)C(=O)OCC(=O)NC1CC1 (stereo unspecified)	2%	?	0	-7	26%	2%
O=C1N/C(=N\N=C\c2cccs2)SC1Cc1ccc(Cl)cc1Cl (stereo unspecified)	14%	?	-7	-9	52%[activator]	-3%

The list goes on:
SMILES	Pf growth 48h	HCV inhibitor	CHX counter	Shiga inhibitor	Pf growth 96h	FBPA Giardia inh
CCN1CCN(Cc2ccccc2C)CC1	18%	-9%	1	-12	-17%	0%
O=C(O)c1cnn(-c2ccccc2)c1-n1cccc1	-2%	9%	-2	12	?	-2%
COc1ccc(NS(=O)(=O)c2ccc(Br)cc2)cn1	26%	5%	-5	-3	-51%	-8%
COc1cccc(NC(=O)COC(=O)c2ccccc2C(=O)N(C)c2ccccc2)c1	?	?	nt	nt	-29%	nt
O=C(/C=C/c1ccc(Cl)cc1)Nc1ccc(Br)cn1	5%	-8%	14	34	-36%	2%
CC(C)(C)C1=C(C#N)C(c2cc3c(cc2Br)OCO3)C(C#N)=C(N)O1 (stereo unspecified)	11%	12%	1	17	17%	-22%
C/C(Sc1nnc(Cc2ccccc2)o1)=C(/O)c1ccccc1	15%	12%	-2	-11	32%[activator]	0%
O=C(Cn1cnc2sc(-c3ccccc3)cc2c1=O)NCc1ccco1	8%	?	7	20	nt	-8%
COc1cc(OC)cc(C(=O)NCc2cc(C)nc3ccccc23)c1	-5%	8%	-2	14	?	2%
O=C(O)CONC(=O)c1cc(OCC(F)(F)F)ccc1OCC(F)(F)F	7%	?	-3	-15	79%[activator]	3%
CN(C)S(=O)(=O)c1ccc(C(=O)/C=C/c2cccnc2)cc1	-10%	17%	7	0	31%[activator]	5%
CCc1ccc(-c2ccc(C(=O)C(F)(F)F)[nH]2)cc1	336%[activator]	-8%	64*	126*	36%[activator]	0%
O=C(N/N=C/c1ccccc1C(F)(F)F)c1ccc2nc[nH]c2c1	?	-18%	49*	29*	-22%	6%
OC[C@@H]1[C@@H](c2ccc(F)cc2)C(c2ccc(F)cc2)=NN1c1ccccc1	nt	nt	0	i	nt	-8%[89.2 µM]
COCCN(C(=S)Nc1ccc(C)cc1C)C(C)c1ccco1 (stereo unspecified)	?	?	19*	15	7%	-11%

The list continues.
SMILES	Pf growth 48h	HCV inhibitor	CHX counter	Shiga inhibitor	Pf growth 96h	FBPA Giardia inh
CCc1nc2ccccc2n1CCc1ccccc1	?	3%	-2	-2	54%[activator]	-16%
Cc1cc(C)c(N2C(=NC(=O)CCCC(=O)O)SC3CS(=O)(=O)CC32)c(C)c1 (stereo unspecified)	2%	2%	-5	2	6%	-6%
CCOc1ccccc1OCC(=O)OCc1csc(CC(=O)Nc2ccccc2C)n1	-7%	32%[activator]	nt	nt	13%	nt
c1ccc(CCC2Cc3ccccc3N2)cc1 (stereo unspecified)	10%	-15%	nt	nt	8%	nt
COC(=O)Cn1c(C)c(C(C)=O)c(C(C)=O)c1C	5%	6%	-1	16	nt	12%
Cc1ccc2c(Cl)cc(Cl)c(OCC(=O)Nc3cccc(S(N)(=O)=O)c3)c2n1	-8%	?	-4	-7	10%	-6%
CS(=O)(=O)N(CC(=O)N1CCCC1)c1ccc(Cl)cc1Cl	33%	2.8µM*	-2	-5	0%	3%
CC(Sc1ccc2ccccc2n1)C(=O)O (stereo unspecified)	11%&1%	-4%	-2&2	2&-3	-3%&33%	7%&1%
Cc1ccc(C(=O)/C=C/c2cn(CN3CCN(C)CC3)c3ccccc23)cc1	35%[activator]	?	35*	85*	nt	-15%
COc1cccc(CNC(=O)CCCCCn2c(=S)[nH]c3ccc(N4CCOCC4)cc3c2=O)c1	?	5%	1	-6	?	-23%
OC1(c2cccc(C(F)(F)F)c2)CCN(Cc2nnnn2CCc2ccccc2)CC1	?	-26%	1	-5	31%[activator]	-1%
c1ccc(CN2CCC(Nc3nc(-c4cccnc4)nc4ccccc34)CC2)cc1	?	?	-2	13	?	-2%
CCCCCCCN(C(=O)CCl)c1cccc(C)c1	-14%	13µM*	-3	24	?	9%
CC(C)=CCC/C(C)=C/CC/C(C)=C/CC/C(C)=C/CC/C(C)=C/CC/C(C)=C/CC/C(C)=C/CC/C(C)=C/CC/C(C)=C/CO	nt	nt	7	21	nt	1%&3%
COc1cccc(C(=O)N2CCC(n3nccc3NC(=O)C(OC)c3ccccc3)CC2)c1 (stereo unspecified)	?	nt	-1	-6	-18%	2%

Continued:
SMILES	Pf growth 48h	HCV inhibitor	CHX counter	Shiga inhibitor	Pf growth 96h	FBPA Giardia inh
N#CC(c1nc2ccccc2nc1N1CCCCC1)S(=O)(=O)c1ccc(Cl)cc1 (stereo unspecified)	10%	1%	11	40	40%[activator]	-22%
CCOc1cc(N2CCOCC2)c(OCC)cc1NC(C)C(=O)N1CCN(CC)CC1 (stereo unspecified)	-20%	8%	-3	-8	?	5µM*
CCOc1cc(N2CCOCC2)c(OCC)cc1NC(=O)Cc1cccc2ccccc12	nt	14µM*	-2	-5	?	-25%
CC(=O)NC(=O)NC1OC(=O)C(Cl)=C1Cl (stereo unspecified)	?	17%	3	19	34%[activator]	-6%
Cc1cc(C)c(NC(=O)Cn2c([N+](=O)[O-])cnc2C)c(C)c1	13%	-6%	-5	16	56%[activator]	-16%
Cc1ccc(C(=O)Nc2ccccc2C(=O)N2CCCCCC2)cc1	0%	-1%	2	-3	-1%	1%
O=C(NCCC1=CCCCC1)C1CCCN(S(=O)(=O)c2cccnc2)C1 (stereo unspecified)	nt	-13%	-8	-18	3%	-1%
c1nnc2c3c4c(sc3ncn12)CCCC4	8%	-2%	-3	-5	4%	10%
Cc1cc(=O)[nH]c(SCC(=O)C23CC4CC(CC(C4)C2)C3)c1C#N	-3%	9%	-3	-6	1%	-3%
COc1ccc(S(=O)(=O)N(CCc2ccccc2)CC(=O)N2CCOCC2)cc1	-5%	9%	-6	-20	10%	-2%
CCOC(=O)c1c(CN2CCN(CC#N)CC2)n(C)c2cc(Br)c(OC)cc12	?	?	-1	6	?	-4%
O=C(Nc1cc(S(=O)(=O)N2CCCCC2)ccc1Cl)c1ccccc1NS(=O)(=O)c1ccc(F)cc1	0%	10µM*	1	10	?	1%
COc1cc(CN(C2CCCCC2C)S(=O)(=O)c2ccc(S(=O)(=O)NC3CC3)cc2)cc(OC)c1OC (stereo unspecified)	8.3µM*	-6%	-1	-12	-22%	-7%
Cc1ccc(NC(=O)C2CC(=O)N(CCc3ccccc3)C2)cc1Cl (stereo unspecified)	?	4%	nt	nt	-5%	nt
COc1ccc(C(=O)COC(=O)c2cncc(Br)c2)cc1	6%	7%	nt	nt	12%	nt

(next part)
SMILES	Pf growth 48h	HCV inhibitor	CHX counter	Shiga inhibitor	Pf growth 96h	FBPA Giardia inh
Cc1cc(=O)[nH]c(SCC(=O)N2CCN(C(c3ccccc3)c3ccccc3)CC2)n1	13µM*	?	-3	15	-8%	-3%
CN(CC(=O)NCc1ccncc1)S(=O)(=O)c1ccc(Br)cc1	5%	13%	-1	10	-18%	7%
O=C(O)C1CC1c1ccc(Br)cc1 (stereo unspecified)	-4%	11%	8	1	?	20%
CC1CCN(C(=O)COC(=O)c2cccc(S(=O)(=O)N(C)c3ccccc3)c2)CC1	-3%	-29%	nt	nt	4%	nt
COc1ccc(S(=O)(=O)N2CCC(C(=O)Nc3nccs3)CC2)cc1	24%	-13%	42*	101*	21%	nt
CC1CCC(NC(=O)C2CCN(S(=O)(=O)c3cccc4nonc34)CC2)CC1 (stereo unspecified)	21%	8%	-3	-2	7%	-4%
COc1cc(C(CCN2CCN(c3ccccc3)CC2)c2c(OC)cc(OC)c3c(C)cc(=O)oc23)cc(OC)c1OC (stereo unspecified)	2.6µM*	4µM*	11&-3	3&-3	3.7µM*	-10%&-3%
NCCCC[C@@H](C(=O)N1CCNCC1)n1cc([C@@H](N)CO)nn1	55%[activator]	5%	1	-6	61%[activator]	0%
O=C(CNC(=O)C(c1ccccc1)c1ccccc1)N/N=C/c1ccc(O)cc1O	0%	-22%	1	17	?	24%
CCCCCCSc1ccc([C@H]2N[C@@](CC(C)C)(C(=O)OC)[C@H]3C(=O)N(C)C(=O)[C@@H]23)cc1	?	-8%	nt	nt	?	nt
COc1ccc(N(CC(=O)NCCC2=CCCCC2)S(=O)(=O)c2c(C)[nH]c(=O)[nH]c2=O)cc1	-13%	10%	-1	3	-5%	11%
COc1ccc(CCNC(=O)C(NC(=O)OCc2ccccc2)C(C)C)cc1OC (stereo unspecified)	?	-10%	-1	14	?	-2%
Cc1ccc(-n2nnnc2SCC(=O)NNC(=O)c2ccco2)c(C)c1	23%	-6%	2	-14	39%[activator]	1%
Cc1cc(=O)oc2c3c(ccc12)OC/C3=N/N	-2%	16%	8	24	13%	1%
